Artemis endo inh = blocks endonuclease activity of human Artemis; recombinant Artemis, quenched FAM hairpin cleavage fluorescence; inhibition, % at 10 µM; 30,000 tested, 0.78% active;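 active = at 10 µM dose, at least 30% inhibition, measured as corrected fluorescence normalized to stimulator and neutral control wells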
Target sequence (Q96SD1 whole entry, looked up): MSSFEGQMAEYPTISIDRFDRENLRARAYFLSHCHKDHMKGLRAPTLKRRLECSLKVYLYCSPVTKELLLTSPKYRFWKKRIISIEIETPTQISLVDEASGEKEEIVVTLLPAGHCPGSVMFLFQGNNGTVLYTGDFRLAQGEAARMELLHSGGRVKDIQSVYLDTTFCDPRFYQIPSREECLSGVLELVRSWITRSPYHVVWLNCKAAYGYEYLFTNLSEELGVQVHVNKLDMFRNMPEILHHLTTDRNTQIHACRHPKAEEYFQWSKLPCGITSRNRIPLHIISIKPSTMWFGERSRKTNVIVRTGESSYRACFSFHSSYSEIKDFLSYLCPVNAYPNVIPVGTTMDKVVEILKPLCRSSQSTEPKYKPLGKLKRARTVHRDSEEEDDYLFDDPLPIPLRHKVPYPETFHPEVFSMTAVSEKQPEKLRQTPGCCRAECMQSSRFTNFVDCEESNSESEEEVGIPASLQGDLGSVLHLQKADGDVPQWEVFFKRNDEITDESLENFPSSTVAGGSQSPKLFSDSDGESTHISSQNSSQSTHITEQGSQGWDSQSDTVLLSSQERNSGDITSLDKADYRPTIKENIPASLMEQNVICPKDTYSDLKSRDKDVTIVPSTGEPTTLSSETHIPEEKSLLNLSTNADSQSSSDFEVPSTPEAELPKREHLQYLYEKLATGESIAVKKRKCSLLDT
The depositor's hits bear a star. Some of the compounds tested; count on the stated rates, not on these rows.

SMILES	Artemis endo inh
Fc1ccc(CNc2ncnc3c2cnn3-c2ccccc2)cc1	-2
CCOc1ccc(-n2cc(C(=O)NCc3ccco3)c3cc(OC)c(OC)cc3c2=O)cc1	5
COc1cc2c(cc1OC)C1=C(C#N)CCC(=NC(=O)c3ccc(Cl)cc3)N1CC2	-6
CCCOCC1CC2(CC(C)(c3csc(N)n3)OC2=O)C(=O)O1 (configuration not stated)	-9
O=C(c1cccs1)N(Cc1ccco1)c1nc(-c2ccc(F)cc2)cs1	3
O=c1oc2ccccc2c(N2CCCCC2)c1CN1CCCCC1	1
CC(C)NC(=O)NS(=O)(=O)c1cnccc1N1CCCCC1	-1
CS(=O)(=O)N1CCN(C(=O)c2cc(-c3cccs3)nc3ccccc23)CC1	0
COc1ccccc1C(=O)N1CCN(S(=O)(=O)c2ccccc2)CC1	-4
CS(=O)(=O)N1CCc2cc(C(=O)N3CCOCC3)ccc21	6

Entries listed so far that contain nitrogen in an aromatic ring:
SMILES	Artemis endo inh
Fc1ccc(CNc2ncnc3c2cnn3-c2ccccc2)cc1	-2
CCOc1ccc(-n2cc(C(=O)NCc3ccco3)c3cc(OC)c(OC)cc3c2=O)cc1	5
CCCOCC1CC2(CC(C)(c3csc(N)n3)OC2=O)C(=O)O1 (configuration not stated)	-9
O=C(c1cccs1)N(Cc1ccco1)c1nc(-c2ccc(F)cc2)cs1	3
CC(C)NC(=O)NS(=O)(=O)c1cnccc1N1CCCCC1	-1
CS(=O)(=O)N1CCN(C(=O)c2cc(-c3cccs3)nc3ccccc23)CC1	0

Following part
SMILES	Artemis endo inh
FC(F)(F)C(Oc1nc(Nc2ccc(Cl)cc2)nc(N2CCOCC2)n1)C(F)(F)F	3
CCCCCCN=CC1=C(O)C(C(=O)OC)C(C)(C)CC1=O (configuration not stated)	-3
COc1ccc(-c2noc(CCC(=O)N3CCN(c4cccc(C(F)(F)F)c4)CC3)n2)cc1	4
O=C(COc1ccccc1)NC(=S)Nc1ccc2c3c(cccc13)CC2	4
CC1Cc2cc(/C(O)=C3/C(=O)C(=O)N(CCCn4ccnc4)C3c3ccco3)ccc2O1 (configuration not stated)	8
C=CCNC(=S)NNC(=O)C(CCCC)CC(C)(C)O (configuration not stated)	-6
CC(C)Oc1ccc(C2CC(=O)NC3=C2C(=O)CCC3)cc1 (configuration not stated)	-1
CCCCOc1nc2ccccc2nc1C(C#N)C(=O)NC1CCCCC1 (configuration not stated)	15
CCOC(=O)c1c(NC(C)=O)sc2c1C1CCN2CC1	-10
CCCCCNc1nc(N2CCCC2)c2c(c1C#N)CCN(C)C2	10
Cc1ccc(S(=O)(=O)NCCC(=O)Nc2ccc3c(c2)OCO3)cc1	-12
O=C(NC1CCCCC1)c1cc2nc(-c3ccco3)cc(C(F)(F)F)n2n1	0
O=C(Cn1cnc2ccccc21)N/N=C/c1ccccn1	-3
COC(=O)C1CC(=O)N(CCc2c[nH]c3ccccc23)C1 (configuration not stated)	-5
Cc1ccc(S(=O)(=O)Nc2nc3ccccc3nc2N2CCc3ccccc3C2)cc1	18
Cc1ccc(SCC(=O)c2cc(C)c(OC(=S)N(C)C)c(C)c2)cc1	2
Cn1c(SCC(=O)NCCNC(=O)CSc2nnc(C(F)(F)F)n2C)nnc1C(F)(F)F	-7
COc1ccc(CCc2nc(C)ccc2O)cc1	-6
O=C(Nc1ncc2c(n1)CC(c1ccco1)CC2=O)c1ccccc1 (configuration not stated)	-3
CCOC(=O)CSc1nnc2n(Cc3ccccc3)c(=O)c3c4c(sc3n12)CCC4	21
O=[N+]([O-])c1cc(/C=N/O)ccc1Sc1ccccc1	3
Brc1ccc(-c2csc(/N=C/N3CCOCC3)n2)cc1	-11
C=CCNC(=S)NNC(=O)C(CCC(C)C)CC(C)(C)O (configuration not stated)	2
Cc1ccc(C(=O)Nc2nc(C(C)(C)C)cs2)s1	-1
CN(C)C(=O)c1cc(F)ccc1Sc1cc(Cl)ccc1Cl	5
CC(=NCC1CCNCC1)C1=C(O)CC(C)(C)CC1=O	-7
CC(C)NC(=O)CSc1nnc(COc2ccccc2Cl)o1	-5
CC(C)CCNC(=O)NC(=O)COc1c(F)c(F)cc(F)c1F	8
O=C(c1ccc(Cl)c(S(=O)(=O)N2CCOCC2)c1)N1CCN(Cc2ccccc2)CC1	4
CCOC(=O)c1sc(=S)sc1SCc1cccc(C(F)(F)F)c1	-1
CCSc1nnc(NC(=O)CSc2ncccn2)s1	-3
O=C(NCc1ccco1)C(c1ccco1)N(C(=O)Cn1nnc2ccccc21)c1ccc2c(c1)CCC2 (configuration not stated)	11
O=C(COc1ccccc1N1C(=O)c2ccccc2C1=O)c1ccc(Cl)cc1	1
O=C(CCSc1nc(-c2ccco2)cc(C(F)(F)F)n1)Nc1ccc2c(c1)OCO2	5
Cc1ccc(-c2noc(CCC(=O)NCCCN3CCN(c4ccc(F)cc4)CC3)n2)cc1	-8
COc1ccc(C(=O)/C=C/NCc2ccc(C)cc2)cc1	-1
Cc1cc(N2CCN(c3ccccc3)CC2)nc(NCc2ccccc2)n1	12
CCOC(=O)c1sc2ncn(/N=C/c3cccnc3)c(=O)c2c1C	8
Cc1cccc(C)c1OCC(=O)Nc1cccc(-c2nnc(-c3ccccc3)o2)c1	16
COc1cccc(C(c2nnnn2Cc2ccc(F)cc2)N2CCC(C(N)=O)CC2)c1OC (configuration not stated)	-3
CCCC(=O)NCCCCNC(=O)CCC	3
CC(C)OC(=O)CC1=NC(=O)CS1	-2
C=CCSc1nc2ccccc2n1S(=O)(=O)c1ccc(Cl)cc1	-5
CCOCc1nc(N)[nH]c(=O)c1Cc1ccc(OC(C)C)cc1	4
CC(C)OC(=O)C(CC(=O)O)N1CCOCC1 (configuration not stated)	17
COc1cc(OC)cc(-c2nnc(SCC(=O)N3c4ccccc4Sc4ccccc43)o2)c1	3
COc1ccc2nc3oc(C(=O)NCc4cccs4)cc3cc2c1	0
CC(=O)c1ccc(OCCCC(=O)OCC(=O)N2CCN(c3ccccc3)CC2)cc1	2
CC(=O)c1c(N)nc2n(c1=O)CCCCC2	-9
CCOC(=O)C(NCc1ccccc1OC)(NC(=O)c1ccccc1)C(F)(F)F (configuration not stated)	12
(next part)
SMILES	Artemis endo inh
CCCCn1c(SCC(=O)N2c3ccccc3Sc3ccccc32)nc2c1c(=O)n(C)c(=O)n2C	16
C=CCn1c(C)cc(C(=O)CSc2nnc(-c3cccc(S(=O)(=O)N(CC)CC)c3)o2)c1C	14
Cc1[nH]c(=O)[nH]c(=O)c1S(=O)(=O)N1CCCC(C(=O)NCCc2ccccc2)C1 (configuration not stated)	-4
CCN1CCN(c2ncc(C(=O)Nc3cc(Cl)ccc3OC)c3ccccc23)CC1	8
Cc1ccc(S(=O)(=O)N2CCC(CN3C(=O)c4cccc5cccc(c45)C3=O)CC2)cc1	10
COc1cc(-c2nc3cnccc3n2C)cc(OC)c1OC	5
CCC(=O)N(C)/C=C1\Sc2ccccc2C1=O	-2
CCCCOC(=O)C1CCC[C@@H](C)N1 (some centres not stated)	-7
Clc1ccc(SCCCCn2cncn2)cc1	-1
O=C(Nc1cccc(C(F)(F)F)c1)C1C2CC3OC(=O)C1C3C2 (configuration not stated)	-9
CC(C)COc1ccc2[nH]c3c(c2c1)CCCC3=O	1
COc1ccc(NC(=O)CCc2nc(-c3ccc(C)cc3)no2)c(OC)c1	-3
Cc1cc(=O)oc2cc(OCC(=O)N3c4ccccc4CC3C)ccc12 (configuration not stated)	1
COc1cccc(C2=NC(C)(C)NC(c3ccccc3O)C2)c1 (configuration not stated)	1
Cc1ccc(CN2C(=O)CCSc3ccc(Cl)cc32)cc1	2
O=C(CSc1nnc(Nc2ccccc2)s1)Nc1ccc(S(=O)(=O)N2CCOCC2)cc1	-8
COc1ccc2nc(/N=C(\N)NC(=O)C(C)(C)C)nc(C)c2c1	6
O=C(O)CCc1ccc(-c2ccccc2)n1NC(=O)c1ccco1	-11
Cc1cc(C)n(-c2nc3c(c(=O)[nH]c(=O)n3C)n2Cc2ccc(F)cc2)n1	-2
O=C(CCCNS(=O)(=O)c1ccc(Br)cc1)N1CC[C@@]2(O)CCCC[C@H]2C1	-3

An excerpt of these results, as labelled records.
COc1cccc(C2=NC(C)(C)NC(c3ccccc3O)C2)c1 (configuration not stated)
  Artemis endo inh = 1

Cc1cc(C)n(-c2nc3c(c(=O)[nH]c(=O)n3C)n2Cc2ccc(F)cc2)n1
  Artemis endo inh = -2

Additional compounds:
SMILES	Artemis endo inh
CCS(=O)(=O)c1nc(NC(C)=O)n[nH]1	-6
c1ccc(Cn2nnnc2C(c2ccccn2)N2CCN(c3ccccc3)CC2)cc1 (configuration not stated)	-4
O=C(CN(CC(=O)N1CCOCC1)S(=O)(=O)c1ccc(Br)s1)N1CCOCC1	4
O=C1C=C(NCc2ccc(Cl)c(Cl)c2)CC1	5
CC(=O)C1=C(O)C(=O)N(c2ccc(Br)cn2)C1c1ccccc1F (configuration not stated)	9
Oc1ccccc1CNn1cnnc1	-3
CN(C)S(=O)(=O)c1ccc(C(=O)Nc2cccc(C(=O)O)c2)cc1	-5
CCOCCCn1c(=NC(=O)c2cccnc2)c(C(=O)OCC)cc2c(=O)n3ccccc3nc21	-6
CCOC(=O)c1sc(NC(=O)c2cc3c(s2)CCC(C)C3)nc1C (configuration not stated)	-3
O=C(O)c1ccc(-n2c(-c3ccc(Br)cc3)n[nH]c2=S)cc1	14
c1cn(-c2ncnc3sc4c(c23)CCCC4)cn1	-8
COc1ccc(NC(=O)c2ccc(S(=O)(=O)N(C)C)cc2)cc1OC	-2
COCCn1c(-c2ccc(OC(F)(F)C(F)C(F)(F)F)cc2)nc2c1c(=O)[nH]c(=O)n2CC(C)C (configuration not stated)	2
COc1ccccc1NCc1nnc(SCC(=O)N/N=C/c2ccco2)n1-c1ccc(Cl)cc1Cl	8
COc1ccc(/C=N/NC(=O)c2nc(-c3ccccc3)cc(-c3ccccc3)n2)cc1	35*
Cc1ccc(S(=O)(=O)NC(=O)COc2ccccc2C)cc1	-10
CN(C)c1ccc(N2C(=O)CC(Nc3ccc(N4CCOCC4)cc3)C2=O)cc1 (configuration not stated)	-9
C=C(C)CN1CCN(c2c(CCC#N)c(C)c(C#N)c3nc4ccccc4n23)CC1	-1
Cn1cnnc1SCC(=O)Nc1ccccc1Sc1ccccc1	-4
Cc1ccc(C2CC(=O)NC(SCC(=O)Nc3nccs3)=C2C#N)cc1 (configuration not stated)	8
CCOC(=O)c1ccc(NC(=O)C2CCN(C(=O)c3ccc(OC)c(OC)c3)CC2)cc1	3
Cc1ccc(C(c2sc3nc(C)nn3c2O)N2CCOCC2)cc1 (configuration not stated)	5
Cc1c(Cl)c([N+](=O)[O-])nn1CC(=O)Nc1c(C)n(C)n(-c2ccccc2)c1=O	-9
CCOC(=O)C1CCCN(CC(=O)Nc2c(C(=O)OC)[nH]c3ccc(Cl)cc23)C1 (configuration not stated)	3
C/C(=N\NC(=O)c1ccc(Cl)c(Cl)c1)c1cccc(NC(=O)C(C)C)c1	-2
Cc1cc(C(=O)OCn2nnc3ccccc3c2=O)c(C)n1-c1ccccc1	1
Cc1ccc(-c2n[nH]c(=S)n2C)cc1	-6
c1ccc(-c2nn3c(C4CCCCC4)nnc3s2)nc1	5
CNC(=O)Nc1ccccc1C(=O)NCc1ccccc1	8
COc1ccc(-c2noc(CCC(=O)Nc3cc(OC)ccc3OC)n2)cc1	-3
CC(C(=O)NCC1CCCO1)n1cccc1C(=O)c1ccccc1 (configuration not stated)	1
CC(=O)Nc1ccc(S(=O)(=O)N(C)CC(=O)NC2=NCCS2)cc1	-9
CC(OC(=O)CNC(=O)c1ccc2c(c1)OCO2)C(=O)NCCC1=CCCCC1 (configuration not stated)	-3
CCCCC(=O)Nc1ncc2c(n1)CC(C)(C)CC2=O	-2
Cc1nc2cccc(C)n2c(=O)c1Cl	3
CCS(=O)(=O)N1CCCC(C(=O)NC2CCCCC2)C1 (configuration not stated)	1
COC(=O)C1=C(N)c2c(F)cccc2C1(C#N)c1ccc(F)cc1 (configuration not stated)	-3
COc1ccc(N2C(=O)CC(N3CCC(O)(c4ccc(Br)cc4)CC3)C2=O)cc1 (configuration not stated)	-3
Fc1ccccc1CCNc1nnnn1-c1ccccc1	2
CCOC(=O)n1c(SCC(=O)N(CC)CC)nc2ccccc21	-5
CCNc1nc(NCC)n2c(SCc3ccc(F)cc3)nnc2n1	10
CCOC(=O)C(=O)/C(=C\N(C)C)c1onc(-c2c(Cl)cccc2Cl)c1C(=O)OC	-1
COC(=O)/C=C1/SC(=Nc2ccc(C)cc2C)NC1=O	10
COc1ccc(-c2cc(CNC(C)=O)on2)cc1	1
COC(=O)c1cccc(NC(=S)NCCC2=CCCCC2)c1	18
COCCn1nnnc1C(c1cc(OC)ccc1OC)N1CCc2ccccc2C1 (configuration not stated)	-2
Cc1ccc(S(=O)(=O)NCc2cccnc2)s1	-2
CCOC(=O)C1CCCN(C(=O)/C=C/c2cccc([N+](=O)[O-])c2)C1 (configuration not stated)	-12
CC(C)(C)C(=O)NC(=S)Nc1cc(C(=O)O)ccc1Cl	-7

Shown bar-delimited: four of the compounds above.
SMILES | Artemis endo inh
CC(C)NC(=O)NS(=O)(=O)c1cnccc1N1CCCCC1 | -1
CS(=O)(=O)N1CCN(C(=O)c2cc(-c3cccs3)nc3ccccc23)CC1 | 0
COc1ccccc1C(=O)N1CCN(S(=O)(=O)c2ccccc2)CC1 | -4
CS(=O)(=O)N1CCc2cc(C(=O)N3CCOCC3)ccc21 | 6

Some of these compounds in order of number of heavy atoms, low to high:
SMILES	Artemis endo inh
Cc1ccc(S(=O)(=O)NCc2cccnc2)s1	-2
COc1ccc(-c2cc(CNC(C)=O)on2)cc1	1
CCNc1nc(NCC)n2c(SCc3ccc(F)cc3)nnc2n1	10
CCOC(=O)C(=O)/C(=C\N(C)C)c1onc(-c2c(Cl)cccc2Cl)c1C(=O)OC	-1
COCCn1nnnc1C(c1cc(OC)ccc1OC)N1CCc2ccccc2C1 (configuration not stated)	-2
